Bioassay records as filed in PubChem BioAssay.
TrxR1 substrate: qHTS Assay for Substrates of Mammalian Selenoprotein Thioredoxin Reductase 1 (TrxR1): qHTS; purified TrxR1 substrate turnover, NADPH consumption readout; Thioredoxin reductase 1, cytoplasmic (Rattus norvegicus), O89049; Potency, µM (titrated, usually from 114 µM), without a hit: at the top dose activity change, negative = substrate turnover; 0.01% of 390,000 active; AID 588456, 2011; also: potency is read from the fitted curve at half-maximal effect; % is scaled to controls: 0 for no effect and ±100 for the full control effect; nearly all actives have a fitted effect of over 50% in size
Target sequence (O89049 whole entry, looked up): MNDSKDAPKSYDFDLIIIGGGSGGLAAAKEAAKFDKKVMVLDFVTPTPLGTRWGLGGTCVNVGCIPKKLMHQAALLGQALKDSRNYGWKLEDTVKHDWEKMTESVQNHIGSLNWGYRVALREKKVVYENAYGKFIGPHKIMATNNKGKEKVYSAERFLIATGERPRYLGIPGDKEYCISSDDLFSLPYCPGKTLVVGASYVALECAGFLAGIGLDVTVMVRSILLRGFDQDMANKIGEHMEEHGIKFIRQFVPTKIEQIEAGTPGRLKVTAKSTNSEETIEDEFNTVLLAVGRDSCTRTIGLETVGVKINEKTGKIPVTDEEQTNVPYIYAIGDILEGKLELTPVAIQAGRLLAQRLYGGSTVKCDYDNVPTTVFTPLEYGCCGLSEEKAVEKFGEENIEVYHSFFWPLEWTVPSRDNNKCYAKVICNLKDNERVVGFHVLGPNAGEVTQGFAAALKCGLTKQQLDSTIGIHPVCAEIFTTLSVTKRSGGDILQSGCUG
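Rat TrxR1, dispensed at 90 nM, was prereduced with 400 uM NADPH (final) for 5 min at ~22 deg C, then incubated with compound 15 min before 400 uM selenite. A first-read NADPH fluorescence drop versus no-compound background flagged substrates.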
PI4K2A inh: qHTS for small molecular inhibitors of PI4K2A | Phosphatidylinositol 4-kinase type 2-alpha (Homo sapiens), Q9BTU6 | purified PI4K2A, ADP-Glo luminescence, 1 h; active compounds read low | 0.13% of 420,000 active | activity change, negative = inhibition, % at 76.9 µM; in the data active = activity change below about -50%; inconclusive = mostly about -30% to -49%;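 also: -100% = wells without enzyme as full effect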
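In this quantitative HTS, ADP production by PI4K2A was quantified luminescently after 1 h at ambient temperature; 100 microM adenosine served as plate-quality control.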
Pin1 inh: qHTS Assay to Find Inhibitors of Pin1; AID 504891, 2011; 0.009% of 390,000 active; Peptidyl-prolyl cis-trans isomerase NIMA-interacting 1 (Homo sapiens), Q13526; Potency, µM (titrated, usually from 115 µM), inactives show at the highest dose activity, negative = inhibition, hits mostly inhibitors; Pin1 FP peptide displacement, HiFluor488, 10 min; active = well fitted inhibition curve with a large enough effect in the polarisation, with a control signal flat, not every such curve was filed as active; inconclusive = small, poorly fitted or top-dose-only effect, or effect the other way, or a change in a side signal; inactive = no such curve, though single readings can be large or run the other way; the % refers to the polarisation; also: potency is read from the fitted curve at half-maximal effect; % is scaled to controls: 0 for no effect and ±100 for the full control effect
IDH1 R132H inh: qHTS for Inhibitors of mutant isocitrate dehydrogenase 1 (IDH1): qHTS. Isocitrate dehydrogenase [NADP] cytoplasmic (Homo sapiens), O75874. IDH1-R132H enzyme, NADPH consumption, diaphorase/resazurin fluorescence. Potency, µM (series often up to 76.6 µM), for inactives: at the highest dose activity change, negative = inhibition, usual class: inhibitors. 0.093% of 390,000 active. AID 602179, 2012; also: potency is read from the fitted curve at half-maximal effect; % is scaled to controls: 0 for no effect and ±100 for the full control effect; nearly all actives have a fitted effect of over 65% in size
Target sequence (O75874 whole entry R132H, stated change not applied): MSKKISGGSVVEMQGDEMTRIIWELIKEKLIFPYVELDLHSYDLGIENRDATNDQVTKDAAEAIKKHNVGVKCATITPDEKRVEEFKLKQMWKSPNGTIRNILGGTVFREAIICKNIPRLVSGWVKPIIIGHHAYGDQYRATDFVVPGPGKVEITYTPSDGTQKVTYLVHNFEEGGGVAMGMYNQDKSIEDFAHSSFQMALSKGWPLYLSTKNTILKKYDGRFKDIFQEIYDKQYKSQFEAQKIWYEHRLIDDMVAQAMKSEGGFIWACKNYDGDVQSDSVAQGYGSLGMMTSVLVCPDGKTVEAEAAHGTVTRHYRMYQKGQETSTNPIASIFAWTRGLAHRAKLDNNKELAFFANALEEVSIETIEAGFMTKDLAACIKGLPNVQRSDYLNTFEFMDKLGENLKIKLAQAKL
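IDH1-R132H (0.5 ug/mL) preincubated 30 min with compound, then NADPH (0.016 mM) and alpha-KG (2 mM) added; 80 min at RT, pH 7.5. Remaining NADPH coupled via diaphorase/resazurin to fluorescence (540/590 nm); concentration-response curves normalized to no-enzyme control.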
HP1b binding inh: HTS for Inhibitors of HP1-beta Chromodomain Interactions with Methylated Histone Tails | Chromobox protein homolog 1 (Homo sapiens), P83916 | AlphaScreen HP1-beta / biotin-H3K9me3 peptide binding | Potency, µM (series often up to 114 µM), for the others: top-dose activity change, negative = inhibition, actives largely listed as inhibitors | 0.56% of 390,000 active | AID 540317, 2011; also: potency is read from the fitted curve at half-maximal effect; nearly all actives have a fitted effect of over 70% in size; inactives centre near 23
Target sequence (P83916 whole entry, looked up): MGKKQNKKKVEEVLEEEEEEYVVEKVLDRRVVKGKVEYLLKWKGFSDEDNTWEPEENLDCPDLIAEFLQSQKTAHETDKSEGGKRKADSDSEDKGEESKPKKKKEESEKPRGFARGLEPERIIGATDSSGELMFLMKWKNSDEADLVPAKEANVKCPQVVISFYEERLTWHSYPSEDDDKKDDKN
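HP1-beta protein (50 nM final) preincubated 30 min at room temperature with biotinylated H3(1-18)K9me3 peptide (50 nM) in PBS pH 7.4, 0.01% Tween-20, then compound added for 30 min. AlphaScreen streptavidin donor/nickel chelate acceptor beads (10 ug/mL final), 30 min dark, luminescence read.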
GLS inhibitor: qHTS for Inhibitors of Glutaminase (GLS) | Potency, µM (series often up to 45.5 µM), without a hit: at the highest dose activity change, negative = inhibition, actives largely listed as inhibitors | 0.21% of 410,000 active | AID 624170, 2012 | GLS enzymatic activity, qHTS titration | Glutaminase kidney isoform, mitochondrial (Homo sapiens), O94925; also: potency is read from the fitted curve at half-maximal effect; % is scaled to controls: 0 for no effect and ±100 for the full control effect
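Glutamate formation by hKGA was monitored fluorometrically using coupled glutamate oxidase, HRP and Amplex Red. Substrate was added as 1 mM L-glutamine solution; incubation was 30 min at RT after an initial read.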
USP1-UAF1 inh: Inhibitors of USP1/UAF1: Primary Screen; Potency, µM (top dose mostly 57.1 µM), for inactives: at the highest dose activity change, negative = inhibition, actives largely listed as inhibitors; 0.23% of 390,000 active; recombinant USP1/UAF1, Ub-Rhodamine cleavage fluorescence; AID 743255, 2014; also: potency is read from the fitted curve at half-maximal effect; % is scaled to controls: 0 for no effect and ±100 for the full control effect; nearly all actives have a fitted effect of over 60% in size; inactives centre near -12
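USP1/UAF1 complex (1 nM) preincubated 15 min at room temperature with compound, then Ub-Rho substrate (150 nM final) added. Kinetic fluorescence at 480/540 nm over 6 reads at 60 s intervals; 50 mM HEPES pH 7.8, 0.5 mM EDTA, 0.1 mg/ml BSA, 1 mM TCEP, 0.01% Tween-20.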
rTrxR1 inhibitor: qHTS Assay for Inhibitors of Mammalian Selenoprotein Thioredoxin Reductase 1 (TrxR1): qHTS | Thioredoxin reductase 1, cytoplasmic (Rattus norvegicus), O89049 | Potency, µM (top dose mostly 114 µM), for the others: at the top dose activity change, negative = inhibition, most hits filed as inhibitors | recombinant rTrxR1, NADPH fluorescence consumption, selenite substrate | 1% of 390,000 active; also: potency is read from the fitted curve at half-maximal effect; % is scaled to controls: 0 for no effect and ±100 for the full control effect; nearly all actives have a fitted effect of over 65% in size
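Rat TrxR1 (90 nM in the dispensed reagent) was pre-reduced with 400 uM NADPH for 5 min at room temperature, then incubated with compound for 15 min. After 400 uM selenite was added, NADPH fluorescence (Ex 340/Em 450 nm) was followed for 8 min.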
PGK inhibitor: qHTS Assay to Find Inhibitors of Phosphoglycerate Kinase; Phosphoglycerate kinase, glycosomal (Trypanosoma brucei brucei), P07378; 0.043% of 380,000 active; Potency, µM (top dose mostly 57.5 µM), for inactives: top-dose activity change, negative = inhibition, actives largely listed as inhibitors; PGK/GAPDH coupled, Kinase-Glo luminescence, 60 min; AID 602233, 2012; also: potency is read from the fitted curve at half-maximal effect; % is scaled to controls: 0 for no effect and ±100 for the full control effect; nearly all actives have a fitted effect of over 60% in size
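Luminescent ATP detection (Kinase-Glo Plus) follows a 60-minute room-temperature incubation, with wells lacking PGK as controls. Buffer: 100 mM TEA (pH 7.6), 5 mM MgCl2, 0.01% Tween-20. Coupling enzyme GAPDH (100 nM final) supplies unstable 1,3-BPG in-well.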
The depositor's hits bear a star; i = inactive; ? = inconclusive; · = no result given; & = joins results of further samples; [ ] = another dose, or the depositor's remark. Unless noted, calls follow the shape of the dose curve; as a rule, active = well fitted curve in the direction sought with a large enough effect; inconclusive = small, poorly fitted or top-dose-only effect, or another doubt; inactive = no such curve, though single readings can be large; an effect the other way counts as inactive or inconclusive.

SMILES	TrxR1 substrate	PI4K2A inh	Pin1 inh	IDH1 R132H inh	HP1b binding inh	GLS inhibitor	USP1-UAF1 inh	rTrxR1 inhibitor	PGK inhibitor
COCOCCn1cc(CN2CCS(=O)(=O)N(Cc3ccc(-c4cccc(N(C)C)c4)cc3)C(C(C)C)C2=O)nn1 (centres undefined)	·	5.9	·	4.5%	·	7.2%	-26.3%	·	-9.7%
COc1cc(/C=C/C(C)=O)cc(OC)c1OC	-9.7%	9.3	-0.5%	2.5%	-16.0%	0.0%	4.0%	-18.1%	1.1%
O=C(CCNS(=O)(=O)c1cccc2nonc12)N1CCN(c2cccc(Cl)c2)CC1	-14.4%	-6.9	0.5%	2.4%	-3.0%	8.8%	-1.1%	13.3%[57.1 µM]	-9.0%
C=CCNc1nc2c(c(=O)[nH]c(=O)n2C)n1CC(O)COc1ccc2ccccc2c1 (centres undefined)	2.6%[57.1 µM]	4.6	-1.4%	1.7%	30.9%	-6.7%	-3.9%	5.8%	-1.2%
CC(C)Cn1c(=O)c(C(=O)NCc2ccc3c(c2)OCO3)c(O)c2ccccc21	7.2%	-0.2	4.9%	6.4%	111.9%[activator]	-3.3%	-17.4%	21.7%	·
COc1cc2c(cc1OC)CN(CC(=O)Nc1ccc3c(c1)OC(F)(F)O3)CC2	-11.7%	2.8	-2.9%	1.8%	19.5%	-1.5%	-14.7%	-8.9%	i
CC(C(=O)NC(c1ccccc1)c1ccccc1)N1CCOCC1 (centres undefined)	0.8%	-3.3	-0.4%	-1.2%	20.6%	1.0%	-8.8%	12.9%	i
CCOc1ccc(CCNC(=O)c2ccc3c(c2)nc2n3CCOC2)cc1OCC	3.0%[57.1 µM]	0.7	1.4%	8.7%	25.9%[57 µM]	9.2%	1.1%	18.1%[57.1 µM]	-0.7%
Cc1c(C(=O)Oc2cccc3ccccc23)cnn1-c1ccccc1	4.3%	-3.1	7.0%	4.2%	70.1%[activator]	-5.3%	-13.3%	15.9%	4.1%
O=C(NCc1n[nH]c(=S)n1-c1cccc(C(F)(F)F)c1)c1ccc(S(=O)(=O)N2CCCCC2)cc1	-2.5%[57.1 µM]	3.3	?	3.2%	29.0%	1.8%	-8.2%	-9.0%[57.1 µM]	-8.5%
Cc1cn(C2CC(O)C(CO)O2)c(=O)n(CCCc2ccccc2)c1=O (centres undefined)	-8.3%	2.1	-2.1%	0.1%	22.5%	1.7%	-1.1%	-12.1%	i
Cc1cccc(NC(=O)N2CC=C(c3c[nH]c4ccccc34)CC2)c1C	-6.1%	-0.6	?	-30.2%	-17.9%	?	?	-3.8%	-0.9%
CC(C)(C)c1cc(NS(=O)(=O)c2ccc3c(c2)OCCO3)on1	2.5%	-2.6	1.0%	-5.4%	24.2%	2.2%	6.2%	16.3%	0.0%
COC(=O)Cc1c(C)c2ccc(OCC(C)=O)c(C)c2oc1=O	190.3%[activator]	-5.2	-6.7%	1.5%	20.8%	-8.5%	-21.6%	?	i
Cc1nn(CCO)c2c1C(=O)CCC2	6.0%[57.1 µM]	-16.4	-3.0%	1.1%	29.3%	4.9%	-25.0%	12.5%[57.1 µM]	-4.1%
COc1cc2c(cc1OC)CN(C(=O)CSc1nnc(C)s1)CC2	-3.7%	-2.8	5.7%	3.5%	23.6%	-19.9%	-12.7%	-21.8%	-2.8%
CSCCC1C(C#N)=C(N)Oc2n[nH]c(-c3cccs3)c21 (centres undefined)	-0.5%	-7.1	-9.4%	1.7%	16.4%	45.7%[activator]	?	10µM*	-1.5%
O=C(NC1CCCCC1)C(c1ccc(F)cc1)N(Cc1ccccc1)C(=O)CN1C(=O)c2ccccc2S1(=O)=O (centres undefined)	-1.0%	-5.1	2.5%	-0.3%	20.3%	-1.0%	-9.6%	12.4%	i
Cc1cccc(NS(=O)(=O)c2cc(C(=O)N3CCc4ccccc4C3)ccc2Cl)c1C	3.1%[57.1 µM]	4.5	8.8%	3.6%	12.5%	4.3%	-18.7%	35.8%[activator][57.1 µM]	-12.5%
CS(=O)(=O)N(CC(=O)NCCC1=CCCCC1)c1cccc([N+](=O)[O-])c1	-1.9%	-1.4	-1.5%	-0.2%	31.5%	11.9%	-10.9%	6.9%	4.9%
COc1ccc(NC2CCCN(C(=O)CCOc3ccccc3)C2)cc1 (centres undefined)	3.2%	-4.0	-3.5%	5.9%	-19.2%	2.3%	-14.3%	12.6%	-2.9%
O=C(N=C1SC2CS(=O)(=O)CC2N1Cc1ccc(F)cc1)C1CCCO1 (centres undefined)	3.4%	-6.1	-0.1%	0.0%	38.3%[activator]	-3.4%	-17.1%	18.9%	i
COc1ccc(C(=O)N(NC(=O)Oc2ccccc2)C(C)(C)C)cc1	0.9%[57.1 µM]	-0.9	2.0%	8.0%	35.4%[activator]	1.4%	2.5%	-9.6%[57.1 µM]	6.7%
CC(C)Oc1ccc(C(=O)Nc2ccc(Cl)c(S(=O)(=O)Nc3ccc(Cl)cc3)c2)cc1	-2.0%	-0.2	5.9%	1.0%	14.4%	1.8%	-22.8%	3.9%	-1.1%
COc1ccc(-c2nc(CS(=O)CC(=O)NC3CCC(C)CC3)c(C)o2)cc1OC (centres undefined)	9.6%[57.1 µM]	-9.6	1.7%	17.5%	0.7%	16.6%	-12.5%	-8.5%[57.1 µM]	0.6%
Going on with the list:
SMILES	TrxR1 substrate	PI4K2A inh	Pin1 inh	IDH1 R132H inh	HP1b binding inh	GLS inhibitor	USP1-UAF1 inh	rTrxR1 inhibitor	PGK inhibitor
O=C(NCC(=O)N(Cc1ccco1)C(C(=O)NC1CCCC1)c1cccnc1)c1ccco1 (centres undefined)	-11.1%	-4.9	-1.2%	-0.7%	23.0%	-9.6%	-9.9%	-13.0%	i
CCCOc1cccc(C2c3c(oc4ccc(F)cc4c3=O)C(=O)N2CCc2ccc(OC)cc2)c1 (centres undefined)	3.4%	-3.0	-2.1%	-16.7%	33.5%	-2.4%	-29.9%	20.5%	5.5%
CN1CCC(=O)N(CCSc2ccc(Br)cc2)CC1	-6.1%&9.3%	-4.2	0.7%&0.7%	13.5%	27.7%&5.8%	3.1%	?	-0.1%&19.1%	-7.2%
CCNc1sc(C(=O)c2cccs2)c(N)c1C#N	-6.6%[57.1 µM]	-11.1	-14.6%	-16.3%	3.0%	0.9%	-0.2%	?	-2.0%
COc1ccc(/C=C2\SC(=O)N(CC(=O)NNC(=O)c3ccccc3O)C2=O)cc1OC	13.8%	-22.5	-0.6%	2.4%	24.4%	15.9%	-3.8%	13.5%[57.1 µM]	-6.2%
O=C(NNS(=O)(=O)c1ccccc1)c1ccncc1	-1.3%	2.9	10.6%	3.1%	8.5%	20.6%	-14.5%	11.3%	3.3%
Cc1ccccc1C(=O)N/C(=C/c1ccc(-c2cccnc2Cl)o1)C(=O)NCCCN1CCN(C)CC1	25.7%[57.1 µM]	8.7	-0.8%	3.9%	21.1%	19.7%	-4.1%	-8.1%[57.1 µM]	i
N/C(=N\OC(=O)Cc1ccc([N+](=O)[O-])cc1)c1cccc(Br)c1	14.6%[57.1 µM]	4.0	-4.6%	-3.6%	-15.0%	-9.7%	-21.5%	25.5%[57.1 µM]	-7.6%
COc1ccc2[nH]cc(CCNS(=O)(=O)c3ccc(NC(C)=O)cc3)c2c1	-4.9%[57.1 µM]	2.4	-0.5%	-16.2%	-11.9%	22.8%	-6.0%	-7.9%[57.1 µM]	1.3%
Cn1c(-c2ccccc2Br)n[nH]c1=S	0.6%	-0.7	-9.0%	0.0%	-16.2%	16.1%	-3.8%	-21.1%	-2.4%
CCOc1cccc2sc(N(CCN(C)C)C(=O)c3ccc4c(c3)OCCO4)nc12	1.9%	2.3	-0.1%	3.1%	-4.8%	-0.6%	-13.3%	9.4%	-2.1%
Cc1[nH]c2ccccc2c1SCCNC(=O)c1ccc(Br)o1	0.0%	-0.7	?	-3.7%	1.8%	1.8%	-14.5%	-2.9%	-5.9%
CC1(C)CC(=O)C=C(Nc2ccc(F)cc2F)C1	-4.4%[57.1 µM]	-1.5	2.2%	7.1%	36.4%	13.6%	-8.6%	14.0%[57.1 µM]	-19.3%
CSCCC(NC(=O)COc1ccccc1)C(=O)OCC(=O)c1cc2ccccc2o1 (centres undefined)	-8.5%	3.7	50.3%[activator]	3.5%	-3.8%	?	-15.6%	-10.4%	i

Some of the compounds tested, so the mix of outcomes need not match the whole.
